Source: PubChem (National Center for Advancing Translational Sciences (NCATS))
HT1080NT lethal: kills 2HG-producing HT-1080-NT fibrosarcoma cells | HT-1080-NT fibrosarcoma viability, CellTiter-Glo ATP luminescence, 48 h | Potency, µM (titrated, usually from 46.1 µM), for inactives: top-dose activity, negative = less viability, usual class: cytotoxic | hit rate 1.6% among 360,000;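 also: NT is the 2HG producing partner of a matched IDH1 knockdown line; potency is read from the fitted curve at half-maximal effect; 0% = DMSO-treated cells and -100% = media-only wells without cells; nearly all actives have a fitted effect of over 55% in size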
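HT-1080-NT fibrosarcoma cells (2HG-overproducing), 750 cells/well in RPMI with 5% FBS, dosed after 2 h and incubated 48 h at 37C. CellTiter-Glo luminescence normalized to DMSO and no-cell wells; concentration-response curves fitted and classed.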
IL-1B inflam inh: inflammasome signaling inhibition, IL-1 beta readout; THP-1 LPS/ATP IL-1B secretion, AlphaLISA, 16 h; active compounds read low; activity change, % at 57.5 µM; hit rate 4.7% among 360,000; AID 743279; in the data active = activity change below about -50%; inconclusive = mostly about -30% to -49%; also: % is scaled to controls: 0 for no effect and ±100 for the full control effect
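THP-1 cells pretreated 1 hr with compounds (up to 57.5 uM final), then stimulated with LPS (250 ng/mL final) plus ATP (1.25 mM final); secreted IL-1B measured by AlphaLISA after 16 hr, decreased signal indicating inhibition.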
HT1080 IDH1KD tx: toxicity to HT-1080 IDH1 knockdown cells (counter line). HT-1080 IDH1 knockdown viability, ATP luminescence, 48 h. Potency, µM (doses to about 46.1 µM), for the others: top-dose activity, negative = toxicity, most hits filed as cytotoxic. hit rate 2% among 360,000. AID 686971;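 also: potency is read from the fitted curve at half-maximal effect; 0% = DMSO wells and -100% = cell-free medium wells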
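HT-1080-IDH1KD cells (IDH1 knocked down), 750/well in RPMI with 5% FBS, treated with compound 48 h at 37 degrees C. Viability by CellTiter-Glo luminescence, normalised to DMSO and no-cell wells; concentration-response curves classed.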
HEK293 tox: cytotoxicity in counter-screen for GLP-1R inverse agonists; Potency, µM (doses to about 38.3 µM), without a hit: at the top dose activity change, negative = inhibition, hits mostly inhibitors; HEK293 cAMP-luciferase reporter cells, luminescence, 24 h; hit rate 0.13% among 410,000;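 also: loss of luciferase light is scored as toxicity; potency is read from the fitted curve at half-maximal effect; % is scaled to controls: 0 for no effect and ±100 for the full control effect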
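Step one: seed cells (200 cells/uL, DMEM with 10% Nu serum, 1% pen-strep). Step two: 12-hour incubation at 37 deg C. Step three: pin 23 nL compound, incubate 24 hr. Step four: add luciferase reagent, read luminescence 12 min later.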
SW480 rereplic: inducers of DNA re-replication in SW480 colon cancer cells | SW480 DNA re-replication, Hoechst DNA content imaging, 48 h | Potency, µM (highest dose often 46.1 µM), without a hit: top-dose re-replication activation, actives largely listed as activators | hit rate 1.8% among 340,000 | AID 624297; also: potency is read from the fitted curve at half-maximal effect; % of control where 0% means no effect; nearly all actives have a fitted effect of over 55% in size
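DNA re-replication was detected as more nuclei of elevated Hoechst intensity after 48 hr exposure to compound (23 nL pinned per well of 250 cells).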
KB-V1 MDR tox: KB-V1 MDR subline cytotoxicity; KB-V1 MDR cells viability, CellTiter-Glo, 72 h; Potency, µM (top dose mostly 46.1 µM), for the others: at the top dose activity change, negative = cytotoxicity, most hits filed as cytotoxic; hit rate 3.4% among 400,000; also: potency is read from the fitted curve at half-maximal effect; % is scaled to controls: 0 for no effect and ±100 for the full control effect; nearly all actives have a fitted effect of over 60% in size
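qHTS viability screen in drug-selected KB-V1 MDR cells: 72 h compound treatment at 37 degrees C, ATP luminescence end point.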
MCF10A rereplic: DNA re-replication induction in MCF 10a cells; MCF 10A DNA re-replication, Hoechst nuclear intensity, 48 h; Potency, µM (series often up to 46.1 µM), for inactives: at the top dose activity, positive = re-replication, actives largely listed as activators; hit rate 2.9% among 350,000; AID 624296; also: potency is read from the fitted curve at half-maximal effect; % of control where 0% means no effect; nearly all actives have a fitted effect of over 50% in size
KB-3-1 tox: kills parental KB-3-1 adenocarcinoma cells; KB-3-1 viability, CellTiter-Glo ATP luminescence, 72 h; Potency, µM (top dose mostly 46.1 µM), without a hit: at the highest dose activity change, negative = cytotoxic, actives largely listed as cytotoxic; hit rate 1.4% among 400,000; also: potency is read from the fitted curve at half-maximal effect; % is scaled to controls: 0 for no effect and ±100 for the full control effect; nearly all actives have a fitted effect of over 60% in size
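Using CellTiter-Glo luminescence, growth of non-resistant KB-3-1 adenocarcinoma cells is assessed 72 h after pin-tool compound addition at 37 °C. Normalized responses across the concentration series yield fitted curves.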
DRD3 agonist: agonists of human D3 dopamine receptor. P35462. D3R DiscoveRx beta-arrestin cells, luminescence, 90 min. max activation, %. hit rate 0.58% among 410,000; in the data active = max activation above about 30%; also: 0% is about no effect; mostly tested at two doses, the higher about 12 µM
Target sequence (P35462 whole entry, looked up): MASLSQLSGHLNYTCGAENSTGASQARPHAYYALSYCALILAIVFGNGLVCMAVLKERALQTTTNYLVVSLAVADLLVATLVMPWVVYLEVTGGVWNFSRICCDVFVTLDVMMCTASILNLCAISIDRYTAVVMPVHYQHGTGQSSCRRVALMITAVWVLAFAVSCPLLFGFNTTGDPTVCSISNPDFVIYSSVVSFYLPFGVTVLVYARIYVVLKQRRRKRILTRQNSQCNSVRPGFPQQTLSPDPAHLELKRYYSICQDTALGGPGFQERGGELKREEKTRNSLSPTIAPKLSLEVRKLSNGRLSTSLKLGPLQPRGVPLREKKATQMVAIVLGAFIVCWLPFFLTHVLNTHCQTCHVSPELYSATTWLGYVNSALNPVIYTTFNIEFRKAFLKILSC
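Agonist-mode cell screen: cells plated at 1500/well and incubated overnight at 37 °C, then exposed to library compounds for 90 min at 37 °C. Detection reagent was added for 30–60 min at room temperature, and luminescence was read.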
* hit, by the source's call; ? = inconclusive; · = no result given; & = joins results of further samples; [ ] = dose if it differs, or a comment. Unless noted, calls follow the shape of the dose curve; as a rule, active = well fitted curve in the direction sought with a large enough effect; inconclusive = small, poorly fitted or top-dose-only effect, or another doubt; inactive = no such curve, though single readings can be large; an effect the other way counts as inactive or inconclusive.

mol	HT1080NT lethal	IL-1B inflam inh	HT1080 IDH1KD tx	HEK293 tox	SW480 rereplic	KB-V1 MDR tox	MCF10A rereplic	KB-3-1 tox	DRD3 agonist
CCCCn1c(N)c(N(CC)C(=O)c2ccccc2F)c(=O)[nH]c1=O	24%	5	15%	-2%	-17%	2%	-4%	-4%	11
CC(C)C(=O)Nc1nc2c(ncn2C2CC(O)C(CO)O2)c(=O)[nH]1 (stereo not drawn)	18%	-11	0%	4%	-6%	0%	-3%	24%	-4
COc1cccc(CNC(=O)CN2CCC(c3nc4ccc(C)cc4[nH]3)CC2)c1	-1%	-61*	2%	12%	7%	-26%	?	5%	-2
CCN1C(=O)[C@H]2[C@@H](c3ccc(-c4cc(C(C)=O)cs4)cc3)N[C@@](Cc3ccccc3)(C(=O)OC)[C@H]2C1=O	8%	8	15%	8%	-9%	-17%	8%	-1%	37*
C/C(=N\OCC(=O)Nc1ccccc1Br)c1cccs1	14%	-6	0%	21%	0.15µM*	13%	?	2%	7
COc1ccc2nc(NC(=S)NC(=O)c3ccco3)sc2c1	17%	-20	19%	-19%	13%	-7%	0%	-2%	4
CCOc1ccc(/C=N/NC(=O)c2nnn(-c3nonc3N)c2COc2ccc(F)cc2)cc1	8%	19	-5%	11%	2%	-3%	0%	3%	7
Cc1cc(C(=O)CCl)c(C)n1CCc1ccc(Cl)cc1	15µM*	-96*	8.2µM*	?	5.2µM*	?	16µM*	?	-17
CS(=O)(=O)N1CCN(c2cnn(-c3ccccc3)c(=O)c2Cl)CC1	0%	-14	14%	-17%[7.66 µM]	-3%	-16%	-4%	2%	-4
CCC(C(=O)NC1CCCC1)N(C(=O)Cn1nnc(-c2ccc(C)o2)n1)c1ccc(OC)cc1 (stereo not drawn)	-18%	22	-7%	0%	?	?	23%	16%	0
CCCCCN(C(=O)NC(=O)Nc1ccc(C)cc1C)S(C)(=O)=O	-2%	-22	-5%	12%	4%	-11%	14%	10%	4
O=C(Nc1cccnc1)c1cc2nc(C3CC3)cc(C(F)(F)F)n2n1	3%	?	19%	5%	-4%	-3%	12%	2%	7
COc1ccc(C2=NOC(COc3ccc4c(C)cc(=O)oc4c3)C2)c(OC)c1 (stereo not drawn)	?	0	5.8µM*	?	12µM*	15µM*	26µM*	5.8µM*	-6
NC(=O)CSc1nnc(-c2ccc3c(c2)OCO3)o1	-1%	11	-10%	0%	-19%	-2%	-12%	1%	-3
Cc1cc(O)c(-c2cc(C(=O)NCCc3ccc(S(N)(=O)=O)cc3)[nH]n2)cc1C	?	21	-5%	-29%	-2%	27%	0%	?	2
Fc1cccc(Cl)c1CSc1nnc(COc2cccc3cccnc23)o1	-22%	-51*	2%	-5%	-3%	-13%	1%	9%	8
CC(=O)c1cc2c(cc1NC(=O)C1CN(C(C)=O)c3ccccc3O1)OCO2 (stereo not drawn)	8%	16	17%	-1%	-4%	?	0%	-14%	0
CSc1nnc(N2C(=O)C(O)=C(C(=O)c3ccco3)C2c2ccccc2F)s1 (stereo not drawn)	3%	24	0%	74%[activator]	?	?	11%	-13%	-4
CC(C)(C)c1ccc(Oc2ccc(N)cc2)cc1	-13%	?	-20%	-3%	10%	-26%	?	-18%	1
Clc1ccc(Nc2ncn[nH]2)cc1	-4%	-26	-4%	2%	-16%	13%	4%	-5%	-5
O=C(Cc1ccccc1)Nc1cccc(N2C(=O)C=CC2=O)c1	-12%	-67*	?	-2%	9.2µM*	-1%	12µM*	1%	-4
O=C(Nc1ccccc1OC(=O)c1ccccc1)c1ccccc1	?	59	15µM*	-29%	?	-17%	?	?	-37
CCOC(=O)C1=C(C)Nc2nc3ccccc3n2C1c1cccs1 (stereo not drawn)	2%	27	-13%	7%	-4%	3.3µM*	2%	-2%	2
Cc1nc2sccn2c(=O)c1S(=O)(=O)Nc1ccc(N2CCN(C(=O)C(C)C)CC2)cc1	0%	51	3%	-4%&-3%	7%	12%&0%	-4%	-14%&3%	6&-3
CC(=O)Nc1cccc(NC(=O)CSc2nnnn2Cc2ccccc2)c1	-4%	27	0%	13%	26%	7%	10%	-10%	-2
Cc1sc2nc(CSCC(=O)Nc3c(Cl)cccc3Cl)[nH]c(=O)c2c1C	-2%	28	-15%	-9%	2%	5%	?	-2%	5
O=C(Nc1nc(-c2cc(Cl)sc2Cl)cs1)c1ccccc1	2%	-13	?	-3%	-1%	-5%	21µM*	?	10
CC(=O)c1ccc(NC(=O)CCc2c(C)nc3ncnn3c2C)cc1	5%	-7	14%	-10%	-9%	3%	0%	13%	-4
O=C(Nc1cccc(S(=O)(=O)N2CCCC2)c1)c1cncc(Br)c1	-1%	13	-10%	-8%	-1%	-20%	-1%	-19%	0
Cc1cc2ncc(-c3cccs3)nc2cc1C	-21%	8	-15%	20%	1%	-9%	-1%	?	-3
O=S(=O)(NCc1ccccc1)c1ccc(S(=O)(=O)NCC2CCCO2)cc1 (stereo not drawn)	-1%	-3	-4%	7%	?	-2%	-2%	?	-5
COC(=O)N1C(=O)[C@](c2ccccc2)(C(C)C)N1C(=O)OC	-1%	-92*	0%	6%	0%	0%	?	-10%	-8
CCN(C(=O)Cn1c(=O)n(Cc2ccccc2)c(=O)c2ccccc21)c1cccc(C)c1	-7%	-24	-3%	9%	8%	?	4%	-11%	-2
COC(=O)C1OC2(OC1C(=O)OC)c1ccccc1-c1ccccc12 (stereo not drawn)	0%	0	6%	0%	-6%	3%	2%	-2%	-5
Cc1cccc(NC(=O)c2ccc(S(=O)(=O)N3CCCCCC3)cc2)n1	-18%	-70*	-5%	-3%	-482%[inhibitor]	?	24%	-6%	-6
Oc1ccc(-n2cccc2/C=N/n2cnnc2)cc1	2%	26	2%	5%	214%	-16%	-1%	-14%	3
O=C1c2[nH]nc(-c3ccccc3O)c2C(c2ccccc2)N1Cc1ccco1 (stereo not drawn)	?	-26	?	4%	18%	0%	?	-29%	0
COc1ccc(-c2csc(NC(=O)c3ccccc3S(C)(=O)=O)n2)cc1	5%	-95*	-1%	-6%	1%	?	-7%	-11%	-7
O=C(/C=C/c1ccccc1O)c1ccccc1	22%	-54*	-14%	-4%	?	-1%	?	12%	-9
Cc1ccsc1C(=O)OCC(=O)N1CCN(C(=O)c2ccco2)CC1	20%	-12	16%	3%	-7%	0%	0%	1%	-8
CCc1ccc(N2C(=O)C3ON(c4ccccc4)C(c4ccco4)C3C2=O)cc1 (stereo not drawn)	0%	45	1%	-1%	-3%	-1%	-2%	3%	4
CC1CC(C)CN(S(=O)(=O)c2cc3c4c(c2)CCN4C(=O)CC3)C1 (stereo not drawn)	2%	3	6%	2%	-8%	?	2%	-2%	0
O=C(c1cccc2ccccc12)N1CCCCC1	-2%	6	0%	0%	-5%	-12%	-1%	-4%	0
COC(=O)c1ccccc1NC(=O)C1(c2cccs2)CCOCC1	·	·	·	4%	·	8%	·	-4%	3
Cc1cc(C)cc(OCC(=O)NC2=NCCS2)c1	20%	-3	13%	7%	-4%	-3%	1%	15%	1
COCCn1c(=O)[nH]c2cc(C(=O)NCCN3CCN(c4cccc(Cl)c4)CC3)ccc2c1=O	-19%	22	-25%	-19%	-6%	1%	18%	-8%	6
Cc1cc(C)cc(NC(=O)CCS(=O)(=O)c2cccc3nsnc23)c1	·	·	·	5%	·	13%	·	29%	5
CCCNC(=S)N(Cc1cc2cc(C)ccc2n2nnnc12)CC(C)(C)CN(C)C	13%	?	13%	-5%	1%	9%	-1%	2%	0

6 compounds drawn at random from the list so far, as already listed:
mol	HT1080NT lethal	IL-1B inflam inh	HT1080 IDH1KD tx	HEK293 tox	SW480 rereplic	KB-V1 MDR tox	MCF10A rereplic	KB-3-1 tox	DRD3 agonist
Cc1cc(C)cc(OCC(=O)NC2=NCCS2)c1	20%	-3	13%	7%	-4%	-3%	1%	15%	1
O=C(c1cccc2ccccc12)N1CCCCC1	-2%	6	0%	0%	-5%	-12%	-1%	-4%	0
Cc1cc(C)cc(NC(=O)CCS(=O)(=O)c2cccc3nsnc23)c1	·	·	·	5%	·	13%	·	29%	5
COC(=O)c1ccccc1NC(=O)C1(c2cccs2)CCOCC1	·	·	·	4%	·	8%	·	-4%	3
COCCn1c(=O)[nH]c2cc(C(=O)NCCN3CCN(c4cccc(Cl)c4)CC3)ccc2c1=O	-19%	22	-25%	-19%	-6%	1%	18%	-8%	6
CC1CC(C)CN(S(=O)(=O)c2cc3c4c(c2)CCN4C(=O)CC3)C1 (stereo not drawn)	2%	3	6%	2%	-8%	?	2%	-2%	0

Single records, from the list above.
Cc1cc(C)cc(NC(=O)CCS(=O)(=O)c2cccc3nsnc23)c1 as listed: HT1080NT lethal = ·; IL-1B inflam inh = ·; HT1080 IDH1KD tx = ·; HEK293 tox = 5%; SW480 rereplic = ·; KB-V1 MDR tox = 13%; MCF10A rereplic = ·; KB-3-1 tox = 29%; DRD3 agonist = 5
CC1CC(C)CN(S(=O)(=O)c2cc3c4c(c2)CCN4C(=O)CC3)C1 (stereo not drawn) as listed: HT1080NT lethal = 2%; IL-1B inflam inh = 3; HT1080 IDH1KD tx = 6%; HEK293 tox = 2%; SW480 rereplic = -8%; KB-V1 MDR tox = ?; MCF10A rereplic = 2%; KB-3-1 tox = -2%; DRD3 agonist = 0
